Source: PubChem BioAssay (The Scripps Research Institute Molecular Screening Center)
GPR151 activ – human GPR151 activation; 1% of 650,000 active; PathHunter beta-arrestin GPR151 cells, luminescence; Q8TDV0; activation, % at 11.2 µM; in the data active means activation above about 4.9%;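 further: 0% = median of compound wells and 100% = cells with positive control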
Target sequence (Q8TDV0 whole entry, looked up): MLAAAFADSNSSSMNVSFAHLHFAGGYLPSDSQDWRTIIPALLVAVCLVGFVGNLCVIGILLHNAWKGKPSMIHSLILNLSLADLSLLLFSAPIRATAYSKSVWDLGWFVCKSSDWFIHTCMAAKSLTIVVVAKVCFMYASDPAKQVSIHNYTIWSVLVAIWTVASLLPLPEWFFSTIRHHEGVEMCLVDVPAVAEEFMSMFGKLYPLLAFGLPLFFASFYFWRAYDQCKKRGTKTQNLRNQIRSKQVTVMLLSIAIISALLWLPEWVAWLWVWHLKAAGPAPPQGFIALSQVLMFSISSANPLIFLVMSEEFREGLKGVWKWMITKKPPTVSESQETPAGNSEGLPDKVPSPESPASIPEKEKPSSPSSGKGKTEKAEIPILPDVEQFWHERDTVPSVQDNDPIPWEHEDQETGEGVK
TEAD-YAP inh – TEAD-YAP interaction inhibition; HEK-TIYL cells, TEAD-Gal4/YAP UAS-luciferase luminescence; inhibition, % at 9.12 µM; 1.4% of 640,000 active; AID 1259422; in the data active means inhibition above about 32%;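 further: 0% = median of test compound wells and 100% = reference inhibitor wells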
FBW7 activator – activators of human E3 ligase FBW7 | Q969H0 | AlphaScreen FBW7–phospho-cyclin E peptide binding, activator screen | normalized activity (activation), % at 26.1 µM | 0.13% of 650,000 active; in the data active means normalized activity above about 1.9%;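 further: purified mutant Fbw7 with reduced substrate affinity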
MITF primary – inhibitors of human MITF | AlphaScreen MITF homodimerization, bead proximity signal | inhibition, % at 2.6 µM | 0.91% of 650,000 active; in the data active means inhibition above about 50%;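 further: 0% = vehicle wells with protein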
Target sequence (O75030 whole entry, looked up): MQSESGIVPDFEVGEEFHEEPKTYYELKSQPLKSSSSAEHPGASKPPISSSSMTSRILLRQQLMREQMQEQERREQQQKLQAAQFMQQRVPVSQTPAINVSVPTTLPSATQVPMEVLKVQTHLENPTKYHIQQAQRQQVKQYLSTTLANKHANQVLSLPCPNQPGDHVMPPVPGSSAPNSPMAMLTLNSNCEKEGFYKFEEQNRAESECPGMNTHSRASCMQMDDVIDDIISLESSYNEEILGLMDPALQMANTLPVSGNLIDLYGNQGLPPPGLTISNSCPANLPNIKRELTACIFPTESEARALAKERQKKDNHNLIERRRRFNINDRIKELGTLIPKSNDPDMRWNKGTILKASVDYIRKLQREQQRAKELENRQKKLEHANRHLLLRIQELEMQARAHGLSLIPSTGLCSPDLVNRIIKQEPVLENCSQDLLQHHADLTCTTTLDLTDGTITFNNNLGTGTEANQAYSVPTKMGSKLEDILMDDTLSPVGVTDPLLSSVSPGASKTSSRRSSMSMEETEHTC
* hit, by the source's call.

Key to letters: A = GPR151 activ; B = TEAD-YAP inh; C = FBW7 activator; D = MITF primary
[1] COc1cccc(-c2nc(-c3ccccc3)c(-c3cccs3)[nH]2)c1OC
  A: 0.8 | B: -4 | C: 0.7 | D: 14
[2] CCOC(=O)c1cccc(NC(=O)CN2CC(=O)N3CCCC3C2=O)c1 (stereo not drawn)
  A: 3.1 | B: 1 | C: 0.0 | D: -12
[3] Cc1ccc(C)c(NC(=O)Cn2ncc3ccccc32)c1
  A: 1.6 | B: -3 | C: 0.1 | D: 6
[4] CCC(C)(C)NC(=O)C(c1ccncc1)N(C(=O)c1csnn1)c1ccc(C)cc1C (stereo not drawn)
  A: 4.8 | B: 1 | C: 0.0 | D: 5
[5] CCOc1ccc(-n2c(N)c(C(N)=O)sc2=S)cc1
  A: -0.7 | B: -4 | C: -0.1 | D: 0
[6] CC(=O)NC(=S)Nc1cccc(S(=O)(=O)N2CCCCC2)c1
  A: 0.1 | B: -3 | C: -0.1 | D: 3
[7] CCc1c(-c2ccccc2)n(CCc2ccc(OC)c(OC)c2)c2nc3c(c(=O)n(C)c(=O)n3C)n12
  A: -1.4 | B: -2 | C: 0.2 | D: 1
[8] CCOC(=O)N1CCN(CCN2CCn3c2nc2ccccc23)CC1
  A: 0.9 | B: -12 | C: -0.1 | D: 12
[9] CCC(=O)N1c2ccccc2NC2=C(C(=O)CCC2)C1c1ccc(Cl)cc1Cl (stereo not drawn)
  A: -0.5 | B: 4 | C: 0.4 | D: 18
[10] O=c1c2ccccc2c2cc3nc4ccccc4c(=O)n3c3cccc1c23
  A: 2.2 | B: -1 | C: 0.0 | D: 2
[11] OCCN1CCOCCOCCN(CCO)CCN(CCO)CC1
  A: 2.4 | B: 6 | C: -0.1 | D: 11
[12] COc1cccc(N2C(=O)NC(=O)/C(=C/c3ccc(OC)cc3OC)C2=O)c1
  A: 1.0 | B: -2 | C: 0.0 | D: -2
[13] O=C(CCC1CC(=O)Nc2ccccc21)NCc1cccnc1 (stereo not drawn)
  A: -0.6 | B: -8 | C: -0.1 | D: -1
[14] COc1cc(CN2CCN(Cc3ccccc3F)CC2)cc2c1OCO2
  A: -1.1 | B: -6 | C: -0.3 | D: 81*
[15] CC(C)CN(C(=O)c1ccc(F)cc1)c1nnc(-c2cccnc2)s1
  A: 0.4 | B: -24 | C: 0.0 | D: 10
[16] CC(=O)Nc1cc(CNCc2ccc(-c3ccccc3)cc2)cc(C(=O)N2CCCC2)c1
  A: -0.8 | B: -5 | C: 0.0 | D: -3
[17] O=C1OC(c2ccccc2Br)=N/C1=C\N1CCOCC1
  A: -1.9 | B: -51 | C: 0.1 | D: -2
[18] O=C(Cn1ccc([N+](=O)[O-])n1)n1cc(Br)cn1
  A: 0.8 | B: 9 | C: -0.1 | D: 0
[19] O=C(NCCCN1CCCC1=O)c1cnc(N2CCN(c3ccccn3)CC2)s1
  A: 1.4 | B: -2 | C: 0.0 | D: -18
[20] COC(=O)c1ccccc1NC(=O)CC1Nc2cccc3cccc(c23)NC1=O (stereo not drawn)
  A: 0.1 | B: 4 | C: -0.2 | D: -5
[21] Cn1c(-c2ccccc2)c(C(=O)CN2C(=O)NC(C)(C3CC3)C2=O)c2ccccc21 (stereo not drawn)
  A: 3.3 | B: 2 | C: -0.2 | D: 2
[22] CCC(C)CN1CCC(C2(C)NC(=O)NC2=O)CC1 (stereo not drawn)
  A: -1.7 | B: -7 | C: 0.0 | D: -14
[23] Cc1nnc2ccc(-c3cccc(NC(=O)c4cc(Cl)ccc4Cl)c3)nn12
  A: 0.4 | B: 1 | C: -0.1 | D: 0
[24] Cc1cc(C)cc(OC(=O)CCN2C(=O)c3ccccc3C2=O)c1
  A: 0.9 | B: 7 | C: -0.1 | D: 1
[25] Cc1nnnn1CC(=O)Nc1ccccc1
  A: 1.8 | B: 1 | C: -0.1 | D: 0
[26] Cc1n(C)c2c3ccccc3sc2[n+]1C
  A: -0.1 | B: -4 | C: -0.1 | D: 4
[27] O=C(CSc1nc2ccncc2[nH]1)N1CCCc2ccccc21
  A: 4.0 | B: 0 | C: 0.0 | D: 2
[28] O=C(NCC1CCCN(CCCn2cccn2)C1)c1cccs1 (stereo not drawn)
  A: -0.6 | B: -2 | C: -0.1 | D: -5
[29] C/C(=N\NC(C)(C)C)c1ccc([N+](=O)[O-])cc1
  A: -0.5 | B: -50 | C: 0.0 | D: 4
[30] COc1ccc(CNC(=O)c2cccc(OC(C)=O)c2)cc1
  A: 0.6 | B: 1 | C: 0.3 | D: 10
[31] Cc1ccc(N(CC(=O)NC(C)C)S(=O)(=O)c2ccccc2)cc1
  A: 1.3 | B: 5 | C: -0.1 | D: -3
[32] N#CC1=C(N)Oc2cc(N)ccc2C1c1ccc(-c2ccccc2)cc1 (stereo not drawn)
  A: -0.3 | B: -3 | C: -0.1 | D: 3
[33] O=C(NCCc1cnc[nH]1)c1ccc2c(=O)n(Cc3ccc(Cl)cc3)c(=S)[nH]c2c1
  A: -0.9 | B: 1 | C: 0.1 | D: 14
[34] O=c1ccc2cc(S(=O)(=O)Nc3ccc(Br)cc3)ccc2o1
  A: -0.3 | B: 5 | C: -0.1 | D: 21
[35] CC(CNc1nnc2c3ccccc3n(C)c2n1)c1ccccc1 (stereo not drawn)
  A: -0.5 | B: 4 | C: -0.1 | D: 6
[36] CNC(=O)COC(=O)c1cc(-c2ccc3cc(OC)ccc3c2)nc2ccccc12
  A: -0.1 | B: -20 | C: -0.1 | D: -3
[37] CCN(CC)S(=O)(=O)c1ccc(/C=C/C(=O)OC2CCCCC2=O)cc1 (stereo not drawn)
  A: -0.1 | B: -3 | C: -0.2 | D: -8
[38] O=Cc1cccc(-c2ccc(N3CCN(c4ccccn4)CC3)nc2)c1
  A: -0.4 | B: -35 | C: -0.4 | D: 9
[39] C=CCOc1c(I)cc(CNC(CC)CO)cc1OC (stereo not drawn)
  A: 0.0 | B: 9 | C: 0.3 | D: 9
[40] O=C(CSc1nnc2scc(-c3ccc(Cl)cc3)n12)N1CCCCCC1
  A: 0.9 | B: 3 | C: 0.0 | D: 8
[41] CC(=O)c1cccc(S(=O)(=O)N2CCOCC2)c1
  A: -0.5 | B: 7 | C: 0.1 | D: -3
[42] Cc1cc(Br)ccc1NC(=O)CCNC(=O)Cn1cnc2sc3c(c2c1=O)CCCC3
  A: 3.1 | B: -5 | C: -0.1 | D: -8
[43] Cc1ccc(S(=O)(=O)N2CCN(C(=O)CCl)CC2)cc1
  A: 4.1 | B: 19 | C: -0.1 | D: -7
[44] C/C(=N\O)c1nc(-c2ccccc2)cc(-c2ccccc2)n1
  A: 0.5 | B: 2 | C: 0.8 | D: 20
[45] CNC(=O)c1cc2c(=O)n3cccc(C)c3nc2n(Cc2ccco2)c1=N
  A: -1.2 | B: 20 | C: 0.3 | D: 30

An excerpt of these results, with values under each structure.
The line under a structure holds: GPR151 activ, TEAD-YAP inh, FBW7 activator, MITF primary
26: Cc1n(C)c2c3ccccc3sc2[n+]1C
  -0.1, -4, -0.1, 4
27: O=C(CSc1nc2ccncc2[nH]1)N1CCCc2ccccc21
  4.0, 0, 0.0, 2
28: O=C(NCC1CCCN(CCCn2cccn2)C1)c1cccs1 (stereo not drawn)
  -0.6, -2, -0.1, -5
29: C/C(=N\NC(C)(C)C)c1ccc([N+](=O)[O-])cc1
  -0.5, -50, 0.0, 4
30: COc1ccc(CNC(=O)c2cccc(OC(C)=O)c2)cc1
  0.6, 1, 0.3, 10
31: Cc1ccc(N(CC(=O)NC(C)C)S(=O)(=O)c2ccccc2)cc1
  1.3, 5, -0.1, -3
32: N#CC1=C(N)Oc2cc(N)ccc2C1c1ccc(-c2ccccc2)cc1 (stereo not drawn)
  -0.3, -3, -0.1, 3
33: O=C(NCCc1cnc[nH]1)c1ccc2c(=O)n(Cc3ccc(Cl)cc3)c(=S)[nH]c2c1
  -0.9, 1, 0.1, 14
34: O=c1ccc2cc(S(=O)(=O)Nc3ccc(Br)cc3)ccc2o1
  -0.3, 5, -0.1, 21
35: CC(CNc1nnc2c3ccccc3n(C)c2n1)c1ccccc1 (stereo not drawn)
  -0.5, 4, -0.1, 6
36: CNC(=O)COC(=O)c1cc(-c2ccc3cc(OC)ccc3c2)nc2ccccc12
  -0.1, -20, -0.1, -3
37: CCN(CC)S(=O)(=O)c1ccc(/C=C/C(=O)OC2CCCCC2=O)cc1 (stereo not drawn)
  -0.1, -3, -0.2, -8
38: O=Cc1cccc(-c2ccc(N3CCN(c4ccccn4)CC3)nc2)c1
  -0.4, -35, -0.4, 9
39: C=CCOc1c(I)cc(CNC(CC)CO)cc1OC (stereo not drawn)
  0.0, 9, 0.3, 9
40: O=C(CSc1nnc2scc(-c3ccc(Cl)cc3)n12)N1CCCCCC1
  0.9, 3, 0.0, 8
41: CC(=O)c1cccc(S(=O)(=O)N2CCOCC2)c1
  -0.5, 7, 0.1, -3
42: Cc1cc(Br)ccc1NC(=O)CCNC(=O)Cn1cnc2sc3c(c2c1=O)CCCC3
  3.1, -5, -0.1, -8

(list continues)
nr	molecule	GPR151 activ	TEAD-YAP inh	FBW7 activator	MITF primary
46	Cc1ccc2onc(CC(=O)Nc3ccc4c(c3)OCCO4)c2c1	-1.4	4	-0.2	7
47	Cc1sc(NC(=O)CN2CCCCCC2)nc1-c1ccc2c(c1)CCN2C(=O)C(C)C	0.3	-2	0.5	6
48	O=C1CC(n2nc(Nc3ccccc3)n(-c3ccccc3)c2=S)C2COC1O2 (stereo not drawn)	2.5	-2	0.2	3
49	Cc1ccc(NC(=O)/C=N/OCc2ccccc2)cc1	1.4	-13	0.0	-14
50	COCCn1c(N2CCOCC2)nc2c1c(=O)[nH]c(=O)n2C	0.4	1	-0.1	6
51	COc1ccccc1C1=N/C(=C\c2ccc(F)cc2)C(=O)O1	-1.9	6	-0.1	-13
52	Cc1cc(C(=O)Nc2ccc(N3C(=O)c4cccc5cccc(c45)C3=O)cc2)c(C)o1	1.4	7	0.1	-6
53	CCCNc1ccnc(Oc2ccccc2)n1	3.3	29	0.0	2
54	CCc1ccc(CN2CCN(C(=O)c3ccccc3F)CC2)cc1	-0.5	16	0.1	51*
55	CCOc1ccccc1C(=O)N(c1ccc(OC)cc1OC)C1C=CS(=O)(=O)C1 (stereo not drawn)	-0.1	-3	-0.1	-8
56	COCC(C)NC(=O)c1cc(-c2ccc(OC)c(OC)c2)on1 (stereo not drawn)	1.2	-11	0.1	-7
57	CCc1ccc(-c2ccc(C(=O)O)cc2)nc1	-9.8	-2	0.2	3
58	O=C(NCCCN1CCCC1=O)c1cc(F)c(F)cc1Cl	-1.5	6	0.2	1
59	C[C@H]1C(=O)N2CCN(C(=O)Oc3ccc(Cl)cc3)C[C@@H]2C(=O)N1C	-0.4	-6	0.0	-13
60	CCCCNC(=O)c1sc2nc(C)[nH]c(=O)c2c1C	-1.1	-6	-0.1	-9
61	COc1cc(/C=N/Nc2nn3cnnc3c3ccccc23)cc(OC)c1OC	-0.5	-11	-0.1	2
62	CCCCNC(=O)c1ccc2c(=O)n(Cc3ccc4c(c3)OCO4)c(=S)[nH]c2c1	-0.9	-5	0.1	-2
63	Oc1ccccc1C=Nc1ccc2[nH]ncc2c1	-1.0	3	-0.2	-3
64	CCC(C)NC(=O)C(=O)Nc1ccccc1OC (stereo not drawn)	0.5	-8	-0.1	7
65	COc1ccc(-c2nc3n(n2)C(=O)CCS3)cc1	-0.4	-18	0.3	-13
66	Cc1ccccc1NS(=O)(=O)c1ccc(CN2C(=O)c3ccccc3C2=O)cc1	1.8	-4	-0.1	-2
67	CC(C)C1=CC23CCC4C(C)(C(=O)O)CCCC4(C)C2CC1C1C(=O)N(c2ccccc2O)C(=O)C13 (stereo not drawn)	1.5	-7	-0.1	7
68	CCC(C)NC(=O)CSc1nc2ccccc2c(=O)n1CCC(=O)NC1CCCCC1 (stereo not drawn)	-0.2	-8	0.0	-7
69	CC(=O)NC(=Nc1nc(C)c2ccc(C)cc2n1)NC(C)=O	0.8	16	0.1	3
70	CC(=O)N(Cc1ccc2c(c1)OCO2)C1CC(=O)N(CCc2ccccc2)C1=O (stereo not drawn)	-0.6	6	0.2	-19
71	Cc1nc2cc(Cl)c(Cl)cc2n1CCCO	-0.1	10	0.1	0
72	COc1ccc(S(=O)(=O)NCCN2CCOC(c3ccccc3)C2)cc1Cl (stereo not drawn)	-0.7	7	0.1	-11
73	CCc1ccc(C2CC(O)=C3C(=O)CC(C)(C)C=C3C2(C#N)C#N)cc1 (stereo not drawn)	0.6	2	-0.4	-13

By substructure: the compounds so far with bromine (4)
nr	molecule	GPR151 activ	TEAD-YAP inh	FBW7 activator	MITF primary
17	O=C1OC(c2ccccc2Br)=N/C1=C\N1CCOCC1	-1.9	-51	0.1	-2
18	O=C(Cn1ccc([N+](=O)[O-])n1)n1cc(Br)cn1	0.8	9	-0.1	0
34	O=c1ccc2cc(S(=O)(=O)Nc3ccc(Br)cc3)ccc2o1	-0.3	5	-0.1	21
42	Cc1cc(Br)ccc1NC(=O)CCNC(=O)Cn1cnc2sc3c(c2c1=O)CCCC3	3.1	-5	-0.1	-8
